Source: PubChem BioAssay
SUMO1 PPI mod = alters human SUMO1 binding to SIM partners. SUMO1 binding to a labelled peptide, TR-FRET, 1 h. inhibition, % at 20 µM. actives 0.33% (n = 360,000). AID 602429; in the data active = inhibition above about 37%
TbMetRS inhib = Trypanosoma brucei MetRS inhibition; purified T. brucei MetRS, ATP depletion, Kinase-Glo luminescence; inhibition, % at 11.9 µM; actives 0.4% (n = 360,000); AID 624268;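 active = inhibition above a per-plate cutoff of the control wells' mean inhibition plus 3 SD, cut at about 5.5% in these data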;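 note: 0% = DMSO wells median and 100% = median of wells with control inhibitor compound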
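technique = Kinase-Glo luminescence, ATP depletion format | system = purified MetRS (methionyl-tRNA synthetase) enzyme from Trypanosoma brucei | timing = 15 min preincubation, 2 h reaction, all 25 °C | evaluation = percent inhibition versus plate control medians | dosing = single dose, 11.9 µM final nominal, 0.9% final DMSO | also added = substrates ATP, L-methionine and bulk Escherichia coli tRNA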
MLLE-PAM2 inh = inhibitors of microRNA-mediated deadenylation, human PABP1 MLLE binding; P11940; GST-MLLE / FITC-PAM2 fluorescence polarization; inhibition, % at 20 µM; actives 0.36% (n = 360,000); AID 588489; in the data active = inhibition above about 35%, passing the limit was not always enough;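 note: plate controls were DMSO wells with GST-MLLE for no effect and wells lacking GST-MLLE protein for full effect; some results filed as inactive read as strong as hits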
NadD block = inhibitors of Staphylococcus aureus NadD. inhibition, % at 20 µM. AID 602399. actives 0.78% (n = 360,000). purified NadD enzyme, colorimetric absorbance read-out; in the data active = inhibition above about 26%; note: some compounds past the cut are filed as inactive
DNMT1 block = blocks human DNA methyltransferase DNMT1; P26358; DNMT1 molecular beacon, Hinp1I cleavage, fluorescence; inhibition (reported as % activation of signal), % at 10 µM; actives 0.83% (n = 360,000); in the data active = inhibition above about 50%
Target sequence (P26358 504-1616 limits assumed): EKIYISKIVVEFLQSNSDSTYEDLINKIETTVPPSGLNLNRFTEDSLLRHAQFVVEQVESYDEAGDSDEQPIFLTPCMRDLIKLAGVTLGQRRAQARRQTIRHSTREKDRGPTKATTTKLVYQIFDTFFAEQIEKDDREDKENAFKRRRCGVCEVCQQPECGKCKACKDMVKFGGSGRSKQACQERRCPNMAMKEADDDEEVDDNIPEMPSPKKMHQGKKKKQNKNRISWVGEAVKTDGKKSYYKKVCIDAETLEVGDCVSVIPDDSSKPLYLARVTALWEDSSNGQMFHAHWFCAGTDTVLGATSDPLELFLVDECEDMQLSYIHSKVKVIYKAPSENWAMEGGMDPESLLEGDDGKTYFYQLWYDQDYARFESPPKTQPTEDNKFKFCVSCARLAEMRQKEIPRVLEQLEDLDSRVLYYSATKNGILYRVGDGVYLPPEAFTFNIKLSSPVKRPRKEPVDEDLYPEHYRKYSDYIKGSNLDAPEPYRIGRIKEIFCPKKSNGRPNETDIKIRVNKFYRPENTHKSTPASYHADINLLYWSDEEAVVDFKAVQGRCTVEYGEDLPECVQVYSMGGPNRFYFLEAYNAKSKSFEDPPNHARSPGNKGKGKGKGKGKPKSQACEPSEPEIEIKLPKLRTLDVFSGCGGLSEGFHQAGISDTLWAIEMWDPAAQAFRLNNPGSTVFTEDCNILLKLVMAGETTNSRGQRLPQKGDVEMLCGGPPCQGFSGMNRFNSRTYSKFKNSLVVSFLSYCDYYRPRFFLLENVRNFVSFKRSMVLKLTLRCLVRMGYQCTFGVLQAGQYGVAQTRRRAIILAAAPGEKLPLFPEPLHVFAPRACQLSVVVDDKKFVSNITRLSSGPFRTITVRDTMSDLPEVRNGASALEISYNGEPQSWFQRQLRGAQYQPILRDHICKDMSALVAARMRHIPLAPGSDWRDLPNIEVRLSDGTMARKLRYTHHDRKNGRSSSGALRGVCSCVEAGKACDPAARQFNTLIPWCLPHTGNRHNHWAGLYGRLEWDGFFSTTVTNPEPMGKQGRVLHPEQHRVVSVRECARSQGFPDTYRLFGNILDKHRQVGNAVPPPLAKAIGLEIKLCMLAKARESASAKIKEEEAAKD
Rpn11 inh = Rpn11 (human) deubiquitinase inhibition | O00487 | human 26S proteasome, Ub4-pepOG fluorescence polarization; 20S core pre-blocked with epoxomicin | calls only at 20 µM | actives 0.59% (n = 360,000) | AID 588493;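 active = inhibition at 20 µM, scaled to each plate's controls, above about 33%, limit read from the data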
Scp-1 inhibitor = blocks human Scp-1 phosphatase activity; inhibition, % at 20 µM; AID 493091; actives 0.88% (n = 340,000); Recombinant Scp1, phosphopeptide, malachite green phosphate absorbance; Q9GZU7;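 active = inhibition above about 50% at 20 µM, limit read from the data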;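 note: plate controls were DMSO wells with enzyme for no effect and wells lacking enzyme for full effect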
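Test system: SCP-1 catalytic domain; Buffer or medium: Acidic Tris acetate buffer with magnesium and detergent; Also added: Phosphorylated 17-residue peptide substrate; Compound: single 20 µM dose, 1% DMSO; Schedule: enzyme reaction 45 min at room temperature, colour 5 min, stabilisation 30 min; Signal: Phosphate-binding colour reagent, absorbance read at 630 nm.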
CSN inh = CSN deneddylation inhibition; Q92905; Purified CSN, SCF-Nedd8-OG deneddylation, fluorescence polarization; inhibition, % at 12.5 µM; actives 0.38% (n = 360,000);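 active = pattern-corrected inhibition above about 35%, with an unprinted fluorescence ratio check between 0.5 and 1.5, limit read from the data, passing the limit was not always enough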;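 note: 0% = enzyme with substrate and 100% = substrate without enzyme; some results filed as inactive read as strong as hits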
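test system = HEK293T-derived human Csn5 enzyme | amount = 0.24 nM Csn5 enzyme, final concentration | medium = Tris/NaCl/DTT buffer, pH 7.5 | schedule = 90 min reaction at room temperature | signal = FP | evaluation = inhibition of Csn5 cleavage, % | compound dosing = single dose of 12.5 µM compound with 0.25% DMSO | probe or stimulus = 10 nM SCFSkp2-Nedd8OG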
LMPTP inh = blocks human LMPTP phosphatase; P24666; recombinant LMPTP-A, OMFP fluorogenic substrate, fluorescence intensity; inhibition, % at 20 µM; actives 0.22% (n = 360,000); AID 651560;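 active = compounds that cut the enzyme signal by at least half of the control window in the single-dose screen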;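 note: plate controls were DMSO wells with enzyme plus substrate for no effect and substrate without enzyme for full effect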
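Assay system: LMPTP-A phosphatase enzyme | Input: 0.625 nM enzyme | Also added: Fluorogenic phosphatase substrate OMFP at 400 µM final | Compound dosing: One test concentration per compound, 20 µM, with 3% DMSO overall | Schedule: 50 min enzyme reaction at room temperature, protected from light | Signal: Fluorescence intensity | Benchmarks: no-enzyme and uninhibited controls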
STEP inh = STEP (human) phosphatase inhibition. P54829. inhibition, % at 20 µM. AID 588621. recombinant STEP, OMFP fluorogenic substrate, fluorescence. actives 0.25% (n = 360,000);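 active = inhibition at 20 µM, scaled per plate between control wells, above about 37%, limit read from the data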;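 note: 0% = DMSO with enzyme and substrate and 100% = substrate only without enzyme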
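Material: STEP (striatal-enriched tyrosine phosphatase) enzyme, cell-free; Compound dosing: 20 µM single dose in 1% DMSO; Technique: fluorescence read at 480 nm ex / 540 nm em; Times: reaction 20 min, ambient temperature; Medium: 50 mM Bis-Tris pH 6.0 with 2.5 mM DTT and 0.005% Tween 20; Also added: OMFP at 25 µM.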
Starred values were filed as active, the others as inactive; i = inactive; / = no result given; + = active, no number.

SMILES	SUMO1 PPI mod	TbMetRS inhib	MLLE-PAM2 inh	NadD block	DNMT1 block	Rpn11 inh	Scp-1 inhibitor	CSN inh	LMPTP inh	STEP inh
CCN(CC)c1ccc(NC(=O)CCS(=O)(=O)c2ccc(Br)cc2)c(C)c1	27	-0.7	-10	-2	97*	i	82*	10	-0.7	4
C=CCN(CC=C)Cc1cc(=O)oc2ccccc12	0	0.2	3	-1	-3	i	/	-5	0.4	0
CC12CCC(O)CC1=CCC1C2CCC2(C)C(c3ccn[nH]3)CCC12 (stereo not drawn)	2	-0.2	16	5	-5	i	1	7	-0.8	-6
C=CCn1c2ccccc2c2nnc(SCC(=O)NC(C(=O)OC)C(C)C)nc21 (stereo not drawn)	-10	-0.2	0	-1	2	i	-7	6	-0.4	-3
Cc1ccc(S(=O)(=O)NCCN2CCN(S(=O)(=O)c3ccccc3Cl)CC2)cc1	-7	0.1	0	-4	-3	i	-8	-2	0.5	0
O=C1NC(Nc2nc3ccccc3s2)(C(F)(F)F)C(=O)N1C1CCCCC1 (stereo not drawn)	2	-0.3	-10	-9	-1	i	-3	0	0.7	-4
O=C(COc1ccccc1)N=C1SC2CS(=O)(=O)CC2N1c1ccccc1F (stereo not drawn)	-2	0.1	-10	-6	-2	i	1	-1	-0.2	0
Cc1ccc(CNC(=O)c2ccc(Cn3nc(C)c(Cl)c3C)o2)cc1	1	-0.1	0	-4	7	i	9	2	2.1	5
CCOC(=O)C1(C)NC(c2ccc(OC)cc2OC)C2C(=O)N(c3cccc(OC)c3)C(=O)C21 (stereo not drawn)	-5	1.4	-9	-4	0	i	5	3	-0.1	-3
C=CCOC(=O)C1=C(C)Nc2nnnn2C1c1cccc(OC)c1OC (stereo not drawn)	7	-0.5	-10	-3	-5	i	3	-2	-0.9	0
COCc1cc(C)nc(Sc2nc3c(c(=O)n(C)c(=O)n3C)n2C)c1C#N	9	-0.6	-60	5	1	i	2	3	-1.5	-2
COC(=O)c1c(NC(=O)c2ccc(N(C)S(=O)(=O)c3ccc(C)cc3)cc2)sc2c1CCCC2	0	-1.0	6	9	2	i	-25	4	2.8	6
COc1c(C)cc(Br)cc1C(=O)Nc1cccc(NC(=O)c2ccco2)c1	3	-1.0	-8	-13	-4	i	-14	-8	0.9	-1
O=C1C2C3C=CC(C2C(=O)N1c1ccc(O)cc1)C1C2C(=O)N(c4ccc(O)cc4)C(=O)C2C31 (stereo not drawn)	0	-0.5	6	-5	3	i	-2	-1	1.5	3
COc1ccccc1C(=O)OCc1cc(=O)n2ccsc2n1	-2	-0.5	-7	2	22	i	16	-2	9.6	-1

Some of the entries so far, with each value named:
SMILES: COC(=O)c1c(NC(=O)c2ccc(N(C)S(=O)(=O)c3ccc(C)cc3)cc2)sc2c1CCCC2
  SUMO1 PPI mod = 0; TbMetRS inhib = -1.0; MLLE-PAM2 inh = 6; NadD block = 9; DNMT1 block = 2; Rpn11 inh = i; Scp-1 inhibitor = -25; CSN inh = 4; LMPTP inh = 2.8; STEP inh = 6
SMILES: C=CCn1c2ccccc2c2nnc(SCC(=O)NC(C(=O)OC)C(C)C)nc21 (stereo not drawn)
  SUMO1 PPI mod = -10; TbMetRS inhib = -0.2; MLLE-PAM2 inh = 0; NadD block = -1; DNMT1 block = 2; Rpn11 inh = i; Scp-1 inhibitor = -7; CSN inh = 6; LMPTP inh = -0.4; STEP inh = -3

Continuation.
SMILES	SUMO1 PPI mod	TbMetRS inhib	MLLE-PAM2 inh	NadD block	DNMT1 block	Rpn11 inh	Scp-1 inhibitor	CSN inh	LMPTP inh	STEP inh
Cc1cc(C)c(S(=O)(=O)N2CCCCC2CCNC(=O)C(=O)NCC2CCCO2)c(C)c1 (stereo not drawn)	-3	0.0	10	1	3	i	0	0	-0.5	1
CN(C(=O)c1cccc(NC(=O)Cc2ccccc2)c1)c1ccccc1	-3	0.0	-8	0	-7	i	-7	4	-0.2	-1
CC(=NNC(=S)N1CC2CCC(CC2)C1)c1cccc(C)n1	-2	-0.4	-1	3	0	i	-2	2	1.5	59*
Cc1ccnc(NC(=O)CCC(=O)N(CC(=O)NCc2ccccc2)Cc2cccs2)c1	0	0.0	-4	-1	-3	i	-5	-9	1.2	-1
C=C(C)CN(CC)C(=O)CN1C(=O)NC2(CCCc3ccccc32)C1=O (stereo not drawn)	1	-0.6	-5	-5	0	i	9	-3	-1.3	-2
O=S(=O)(NCc1ccncc1)c1ccc(F)c(F)c1	-2	0.3	10	5	2	i	/	-4	-0.9	-2
Cc1cc(C)c2c(=O)[nH]c(SCc3ccccc3)nc2n1	3	-0.2	-5	-4	-1	i	-6	-7	-1.7	-1
Cc1ccc(C(=O)N/N=C\c2cccn2C)cn1	-4	-1.9	4	1	0	i	2	1	0.0	-2
CC(NC(=O)Nc1ncccn1)(C(F)(F)F)C(F)(F)F	-1	-0.1	-3	-1	-2	i	-8	-3	-0.5	-6
CN1CCN(C(=O)/C(=C\c2cccnc2)NC(=O)c2cccc(Br)c2)CC1	-1	-0.1	6	3	2	i	0	0	-2.3	1
CCn1cc(C(=O)N(C)c2ccc(OC)cc2OC)c2cc(OC)c(OC)cc2c1=O	-5	-1.3	6	3	-3	i	-4	3	0.1	-1
[N-]=[N+]=NC[C@H](Cc1ccccc1)N1CCN(Cc2ccccc2)CCC1=O	7	-0.3	9	5	-5	i	-3	-1	-0.7	-3
O=C(NC1CC1)C1CCCN(C(=O)NC2CCCCC2)C1 (stereo not drawn)	4	-0.2	9	0	-7	i	5	0	0.5	-3
CCCn1c(SCC(=O)N2CC(=O)Nc3ccccc32)nc2ccccc21	-1	-0.1	-128	-3	-4	i	3	-1	-1.2	2
CC1CCCN(S(=O)(=O)c2coc(C(N)=O)c2)C1 (stereo not drawn)	1	-0.2	13	-4	0	i	0	-2	-1.4	-4
N#C/C(=C\c1ccc(OC(=O)c2ccc(Br)s2)cc1)c1nc2ccccc2[nH]1	3	-1.0	4	30	82*	+	101*	-1	1.9	57*
CN(Cc1ccon1)C(=O)CC1C(=O)NCCN1Cc1ccccc1C(F)(F)F (stereo not drawn)	0	-0.3	16	-8	1	i	-9	-1	-0.8	2
COc1ccc(CCNC(=O)c2ccc3c(=O)n4c(nc3c2)CCC4)cc1OC	-3	-0.5	-1	1	-4	i	-5	3	-7.7	5
CCc1ccc(-c2nn(-c3cc(Cl)ccc3[N+](=O)[O-])c(=O)c3ccccc23)cc1	-1	-1.5	1	-2	4	i	0	5	-0.6	2
CC1(C(=O)NCCc2c[nH]c3ccccc23)CCN1Cc1ccccc1OC(F)F (stereo not drawn)	2	0.2	-4	-1	-1	i	/	-6	-0.3	-3
CCNc1nnc(-c2ccncc2)s1	-8	-0.4	8	-4	3	i	3	3	-1.6	3
O=C(CCCn1cc([N+](=O)[O-])cn1)NC1CCCCCC1	-1	-0.5	-3	2	2	i	2	-7	-1.2	0
Cc1onc(-c2ccccc2)c1-c1nnc(COC(=O)c2ccc(O)cc2)o1	6	-0.4	4	-4	1	i	-9	-2	0.5	0
COCCCN(CC(=O)O)S(=O)(=O)c1cccc(Cl)c1	2	-0.3	0	2	0	i	4	6	-0.5	0
COc1ccc(Cl)cc1NC(=S)Nc1ccccc1F	4	-0.6	41*	8	-1	i	-4	1	0.1	4
CS(=O)(=O)Cc1ccc(C(=O)N2CCCC2c2cccs2)cc1 (stereo not drawn)	-5	0.2	7	-13	0	i	-2	3	0.8	-1
C[C@H](CO)N1C[C@H](C)[C@@H](CN(C)C(=O)NC2CCCC2)Oc2cc(Br)ccc2S1(=O)=O	1	-0.9	11	4	0	i	/	0	-0.4	2
Cc1[nH]c(=S)c(C#N)c(C)c1CCC#N	0	0.6	10	4	0	i	33	0	0.4	1
CCC(/C=N/Nc1ccc(S(=O)(=O)N2CCCC2)cc1[N+](=O)[O-])CC	-4	-0.4	-3	8	17	i	-4	-6	-2.8	2
Cc1cc(OCC(=O)NCc2cccnc2)c2c(C)c(C)c(=O)oc2c1	-13	-0.5	5	-2	4	i	-3	0	0.8	-2
COc1ccc(CCNC(=O)Cn2c(=O)n(CCCC(=O)NCc3ccco3)c(=O)c3sccc32)cc1OC	1	0.0	-6	2	1	i	-6	3	-0.5	2
COc1ccc(OC)c(NC(=S)NCc2cccnc2)c1	4	-0.2	-1	-6	3	i	-1	-8	-1.5	2
COc1ccc(OCc2cc(C(=O)N[C@H]3CCCCNC3=O)no2)c(Cl)c1	-1	0.9	0	-1	-3	i	-2	2	1.2	-1
O=C1CC(SC2=NCCS2)C(=O)N1c1cccc(Cl)c1Cl (stereo not drawn)	-4	-0.2	-9	-14	-4	i	-5	5	0.3	-1
Cc1ccccc1NC(=O)CCC(=O)N/N=C/c1ccc(F)cc1	-5	-0.5	-4	0	2	i	-1	-4	-0.7	-1
O=S(=O)(/N=C(/c1ccccc1)N1CCCCC1)c1ccccc1	-2	-0.5	1	1	1	i	-1	1	-3.6	-1
CCN(CC)C1CCN(C(=O)c2ccc(OC3CCN(CCc4ccccc4)CC3)cc2)C1 (stereo not drawn)	-3	-0.2	17	0	-1	i	-8	1	2.8	-1
Cc1cccc(NC(=S)N/N=C2\CC(C)(C)Oc3ccc(O)cc32)c1	0	-0.7	25	4	-23	i	-9	-5	-0.6	-5
COc1ccc(-c2nc(C(=O)NCCCN3CCOCC3)cc3c2[nH]c2ccccc23)cc1OC	3	1.2	6	-3	-9	i	7	0	3.6	1
O=C(CSc1nnc(COc2ccc(Br)cc2)o1)NC1CCCCC1	0	0.5	-6	1	-1	i	-3	-3	-0.2	1
C[C@@H](NC(=O)c1nc[nH]c1C(=O)NCC(=O)OC(C)(C)C)c1ccccc1	4	-0.2	-12	2	1	i	-4	-2	-0.1	-3
O=C(COC(=O)C1CC2C=CC1C2)Nc1cccc(S(=O)(=O)N2CCCCCC2)c1 (stereo not drawn)	4	-0.5	-9	-7	6	i	-8	5	2.1	0
CC(=O)N1CCC2(CC1)C/C(=N\NC(=S)Nc1ccccc1C)c1cc(O)ccc1O2	0	0.4	36	12	-4	i	-5	2	0.2	-2
O=C1C(=O)N(c2ccccn2)C(c2ccc(F)cc2)/C1=C(/O)c1ccc(Br)cc1 (stereo not drawn)	-10	-0.5	-1	13	1	i	-6	-4	-1.0	7
O=C(NCc1ccco1)Nc1ccc([N+](=O)[O-])cc1	-19	0.0	-3	1	1	i	-7	1	4.2	-3
